Compound activity deposited in PubChem BioAssay by Sanford-Burnham Center for Chemical Genomics.
ER stress surv: protection against thapsigargin ER stress killing – CSM14.1 cells, ATP luminescence, primary screen; CSM14.1 thapsigargin ER stress survival; relative survival (cellular ATP), % at 15 µg/mL (by protocol); hit rate 0.33% among 48,000;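 active means survival measured by cellular ATP above 50% at 15 µg/ml in the first screen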;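 further: cell death triggered by about 15 µM thapsigargin; ATP read 24 h after thapsigargin was added; plate controls were thapsigargin with DMSO for no effect and DMSO without thapsigargin for full effect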
* hit, by the source's call. Not all compounds are listed; count on the stated rates, not on these rows.

SMILES	ER stress surv
Cc1ccc(-c2nc3ncccc3o2)cc1NC(=O)c1cc([N+](=O)[O-])ccc1Cl	6
O=C1CCCC2=C1C(c1ccccc1)Nc1ccccc1N2 (configuration not stated)	6
COc1ccc(OCCSc2nc3ccccc3c(=O)[nH]2)cc1	3
Cc1ccc(S(=O)(=O)NN2C(=O)/C(=C/c3ccc(F)cc3)SC2=S)cc1	9
Cc1cccc(OCC(=O)O/N=C(\N)Cc2ccc([N+](=O)[O-])cc2)c1	-4
Cc1cccc(C2(c3cccc(C)c3)CC2C(=O)N2CCCCC2)c1 (configuration not stated)	9
CCOC(=O)C1C(=O)C=C(Nc2ccc(OC)cc2)CC1c1ccccc1 (configuration not stated)	3
O=C(O)CCN1C(=O)/C(=C/c2cn(-c3ccccc3)nc2-c2ccc(Br)cc2)SC1=S	-4
COc1cccc(N2C(=O)CC(NCc3ccc(S(N)(=O)=O)cc3)C2=O)c1 (configuration not stated)	13
C(=N\Nc1nn[nH]n1)/c1ccc(N2CCOCC2)cc1	18
CCOC(=O)C1=C(O)/C(=C/c2ccc(-c3ccccc3)cc2)SC1=Nc1ccc(OC)cc1	1
CCOC(=O)C1=CN(c2ccc(C)cc2)C=C(C(=O)OCC)C1c1cc(OC)c(OC)c(OC)c1	2
CS(=O)(=O)c1ccc2nc(NC(=O)/C=C/c3ccc(F)cc3)sc2c1	-1
Cc1cccc(NC(=O)C(=O)NCc2ccc3c(c2)OCO3)c1	9
Cc1cccc(Nc2nc(-c3c(C)nc4ccccn34)cs2)c1	-13

The last 4 compounds of the section before open the next one.
SMILES	ER stress surv
CCOC(=O)C1=CN(c2ccc(C)cc2)C=C(C(=O)OCC)C1c1cc(OC)c(OC)c(OC)c1	2
CS(=O)(=O)c1ccc2nc(NC(=O)/C=C/c3ccc(F)cc3)sc2c1	-1
Cc1cccc(NC(=O)C(=O)NCc2ccc3c(c2)OCO3)c1	9
Cc1cccc(Nc2nc(-c3c(C)nc4ccccn34)cs2)c1	-13
CC(=O)Oc1ccc(/C=c2\sc3nc4ccccc4n3c2=O)cc1	4
CCOC(=O)Cc1c(C)n2nc(C)cc2[nH]c1=O	3
CCc1c(C#N)c(N)nc2sc(C(=O)c3cccs3)c(N)c12	2
CCOC(=O)c1ccc(NC(=O)CN(c2ccccc2OCC)S(=O)(=O)c2ccccc2)cc1	-4
COc1ccc(C(=O)/C=C/Nc2ccc(NC(C)=O)cc2)cc1	2
CSCCNS(=O)(=O)c1ccc(C)c([N+](=O)[O-])c1	4
O=C(Cc1cccs1)Nc1cccc2c1C(=O)N(c1ccccc1)C2=O	15
Cc1ccc(/C(O)=C2\C(=O)C(=O)N(c3nncs3)C2c2cccc(Cl)c2)cc1 (configuration not stated)	0
O=C1/C(=C/c2ccc(-c3ccccc3[N+](=O)[O-])o2)SC(=S)N1c1cccc(C(F)(F)F)c1	5
CCN1C(=O)/C(=C\c2ccc(N(C)C)cc2)C(C(=O)OC)=C1C	8
C=CCSc1nc(N)c(C#N)c(-c2cccs2)c1C#N	-4
O=C(Nc1ccc(-c2nc3ccccc3c(=O)o2)cc1)c1ccc(Cl)cc1	3
CCCCOc1cccc(C(=O)Nc2ccc(N(CC)CC)cc2)c1	10
Cc1ccc(C2(C)NN=C(c3ccccc3)S2)o1 (configuration not stated)	2
O=C(CCN1C(=O)/C(=C\c2cccs2)SC1=S)N1CCCC1	-5

In the list so far, 12 have nitrogen in an aromatic ring.
SMILES	ER stress surv
Cc1ccc(-c2nc3ncccc3o2)cc1NC(=O)c1cc([N+](=O)[O-])ccc1Cl	6
COc1ccc(OCCSc2nc3ccccc3c(=O)[nH]2)cc1	3
O=C(O)CCN1C(=O)/C(=C/c2cn(-c3ccccc3)nc2-c2ccc(Br)cc2)SC1=S	-4
C(=N\Nc1nn[nH]n1)/c1ccc(N2CCOCC2)cc1	18
CS(=O)(=O)c1ccc2nc(NC(=O)/C=C/c3ccc(F)cc3)sc2c1	-1
Cc1cccc(Nc2nc(-c3c(C)nc4ccccn34)cs2)c1	-13
CC(=O)Oc1ccc(/C=c2\sc3nc4ccccc4n3c2=O)cc1	4
CCOC(=O)Cc1c(C)n2nc(C)cc2[nH]c1=O	3
CCc1c(C#N)c(N)nc2sc(C(=O)c3cccs3)c(N)c12	2
Cc1ccc(/C(O)=C2\C(=O)C(=O)N(c3nncs3)C2c2cccc(Cl)c2)cc1 (configuration not stated)	0
C=CCSc1nc(N)c(C#N)c(-c2cccs2)c1C#N	-4
O=C(Nc1ccc(-c2nc3ccccc3c(=O)o2)cc1)c1ccc(Cl)cc1	3

Continuation:
SMILES	ER stress surv
COc1ccccc1N1CCN(C(=O)COc2ccc(Br)c(C)c2)CC1	-1
Cc1c(C(=O)Nc2ccncc2)cccc1[N+](=O)[O-]	9
COc1ccccc1CNC(=O)Cc1ccc(Br)cc1	6
Cc1cc(/C=C(/C(=O)c2ccccc2)c2nc3ccccc3[nH]2)c(C)n1-c1ccccc1	7
c1ccc2cc(OCCCCN3CCOCC3)ccc2c1	-8
COc1ccc(Cc2cnc(NC(=O)c3ccccc3Cl)s2)cc1	8
COc1ccc2nc(SCC(=O)Nc3cc(C)ccc3C)[nH]c2c1	0
O=C1c2ccccc2C(=O)N1Cc1nc2ccccc2c(=O)o1	-4
C=CCc1cccc2cc(C(=O)NNC(=O)c3ccc(OC)cc3)c(=O)oc12	-1
COc1ccc(-n2nc3cc(C)c(NC(=O)COc4ccc(Cl)cc4Cl)cc3n2)cc1	7
COc1cccc(-c2cc(C(=O)NCc3cccnc3)c3ccccc3n2)c1	-3
Nc1c(S(=O)(=O)Cc2ccccc2)sc2nc3c(cc12)CCCC3	6
CC(NC(=O)CSc1nnc(SCC(=O)NC(C)c2ccccc2)s1)c1ccccc1 (configuration not stated)	0
CC(=O)C(C)Oc1ccc2c3c(c(=O)oc2c1)CCCC3 (configuration not stated)	0
C=CCN(CC=C)C(=O)C1CC(=O)N(c2ccc(Br)cc2)C1 (configuration not stated)	-6
CC(=O)Nc1ccc(OC(=O)c2ccc([N+](=O)[O-])cc2)cc1	11
COc1ccccc1CC(=O)Nc1ccc(F)cc1	8
O=C(COc1ccc(Cl)cc1)NCCc1cccc(Cl)c1	-2
CC1CCOP(=O)(C(Nc2cc(Cl)cc(Cl)c2)c2ccc(Br)cc2)O1 (configuration not stated)	-2
O=C(CSc1ncn[nH]1)c1ccc(Br)cc1	-9
N/C(=N\OC(=O)c1ccccc1Br)c1ccccn1	-9
O=C(CCCOc1ccccc1)Nc1ccc([N+](=O)[O-])cc1	10
Cc1ccc(NC(=O)/C(=C/c2ccc(N(C)C)cc2)NC(=O)c2ccccc2)cc1	2
CCc1cc(=O)oc2cc(OCc3ccc(Br)cc3)ccc12	10
Fc1ccc(-c2noc(/C=C/c3ccccc3)n2)cc1	6
Cc1nc2ccccn2c1C(=O)NC1CCCC1	6
CCOc1ccccc1NC(=O)c1c(NC(=O)c2ccccc2)sc2c1CCC2	-2
O=C(Nc1cccc(Cl)c1)Nc1nnc(-c2ccccc2F)s1	6
O=C(c1cccc(F)c1)N1CCN(c2cc(N3CCOCC3)c(F)cc2[N+](=O)[O-])CC1	-2
Cc1cc(/C=C2/NC(=O)NC2=O)c(C)n1-c1ccc(N2CCOCC2)cc1	11
COc1ccc(/C=C/c2nc3sc4c(c3c(=O)o2)CCCC4)cc1	10
CCc1ccc(NC(=O)C(F)(F)F)cc1	5
CCCN1CCN(C(=O)C2COc3ccccc3O2)CC1 (configuration not stated)	-1
Cc1ccc2nsnc2c1NC(=O)c1ccc(-c2ccc([N+](=O)[O-])cc2)o1	2
COc1ccc(N2C(=O)NC(=O)/C(=C\c3cc(C)n(-c4ccc(N5CCOCC5)cc4)c3C)C2=O)cc1	10
COc1cc(NC(=O)c2cc3n(n2)C(C(F)(F)F)CC(c2ccc(Br)cc2)N3)cc([N+](=O)[O-])c1 (configuration not stated)	7
COc1ccc(/C=C/C(=O)Nc2ccc(OCc3ccccc3)cc2)cc1	2
O=C(Nc1cccc(Cl)c1)N1CCN(C/C=C/c2ccccc2)CC1	-9
Cc1cc(=O)oc2cc3cc(C)n(C)c3cc12	0
Cc1ccc2nc(NC(=O)c3cccc(Br)c3)sc2c1	16
O=C1/C(=C\c2ccccc2)SC(=S)N1CN1CCCCC1	5
C=CCOc1ccc(/C=N/NC(=O)CSc2ncccn2)c(O)c1	6
Cc1ccc(S(=O)(=O)N2CCN(Cc3cccn3C)CC2)cc1	-5
CC(CNC(c1ccccc1)c1ccccc1)(NS(=O)(=O)c1ccccc1)c1ccccc1 (configuration not stated)	7
CCOC(=O)c1c(NC(=O)C2CC2c2ccccc2)sc2c1CCC(C)C2 (configuration not stated)	2
O=C(Nc1ccc(Cl)cc1)Nc1ccc2c(c1)OCCO2	-6
COc1ccccc1-c1nc(-c2ccccn2)no1	-7
N#CC1=C(N)Oc2cc(N)ccc2C1c1ccc(Br)cc1 (configuration not stated)	-9
O=C(O)CCC(=O)Nc1ccc2nn(-c3ccccc3)nc2c1	2
Oc1cccc(C=Nc2ccccc2)c1O	-12
COCCNC(=O)CN(c1cccc(Br)c1)S(=O)(=O)c1ccccc1	7
CC(C)(C)c1ccc(OCCOc2ccc(/C=N/N3C(=O)CSC3=S)cc2)cc1	3
CCOC(=O)C1=C(c2ccccc2)NC(=S)NC1c1ccc(OC)cc1 (configuration not stated)	-7
CCOc1cccc(C(=O)Nc2ccc(NC(=O)c3cccc(C)c3)cc2)c1	13
NC(=O)CCC(NC(=O)C(c1ccccc1)c1ccccc1)C(=O)O (configuration not stated)	7
FC(F)(F)c1ccccc1CN1CCN(Cc2ccco2)CC1	-2
O=C(Nc1ccc(Cl)cn1)C12CC3CC(CC(C3)C1)C2	9
O=S(=O)(NCc1ccccc1Cl)c1ccccc1	-1
Cc1ccc(CN2CCN(N=Cc3c(O)ccc4ccccc34)CC2)c(C)c1	-4
Cc1nc2ccccc2n1Cc1ccc(Br)cc1	-5

Continued.
SMILES	ER stress surv
COC(=O)c1ccc(N2C(=O)CC(N3CCN(c4ccc(Cl)cc4)CC3)C2=O)cc1 (configuration not stated)	8
CCc1cc(C(=O)N/N=C/c2ccccc2)c2ccccc2n1	4
COC(=O)C1=C(C)NC2=C(C(=O)CCC2)C1c1ccc(OCc2ccc([N+](=O)[O-])cc2)c(OC)c1 (configuration not stated)	2
O=C(Nc1ccc(NS(=O)(=O)c2cccc(S(=O)(=O)c3ccccc3)c2)cc1)c1ccccc1	2
COc1cc(OC)cc(C(=O)N2CCN(c3ccccc3)CC2)c1	5
Cc1occc1C(=O)N/N=C/c1ccc(Cl)cc1	-9
CCCCN(CC)c1cnn(-c2ccccc2)c(=O)c1N	3
O=C(Nc1ccccc1C(=O)O)c1ccc(N2C(=O)C3C4C=CC(C4)C3C2=O)cc1 (configuration not stated)	15
O=c1oc(-c2ccccc2)nc2sc3c(c12)CCCC3	14
CCN(C(=O)c1ccc(OC)cc1)c1ccccc1	0
COc1cccc(C2C(C(=O)OCCc3ccccc3)=C(C)NC3=C2C(=O)CC(C)(C)C3)c1 (configuration not stated)	6
COc1ccc(NC(=S)NC(=O)c2cccs2)cc1	-4
Cc1ccc(C(=O)Nc2ccccc2)cc1S(=O)(=O)Nc1ccc(NC(=O)c2ccccc2)cc1	4
O=C(Nc1ccccc1)c1ccc2ccccc2n1	-2
Cc1ccc(-n2nc3cc(C)c(NC(=O)c4oc5ccccc5c4C)cc3n2)cc1	2
Cc1ccc(C)c(OCCCCN2CCCC2)c1C	-2
COC(=O)c1ccc(/C=C/C(=O)c2ccc(Cl)cc2)cc1	-1
COc1cc(NC(=O)c2ccccc2Br)c2ncccc2c1	11
COc1ccccc1C(=O)N1CCN(S(=O)(=O)c2ccccc2)CC1	-3
Cc1ccc(Br)cc1S(=O)(=O)NCc1ccco1	5
Nc1nonc1-c1ncc(-c2ccc(Br)cc2)nn1	3
FC(F)(F)C(Oc1nc(Nc2ccc(Cl)cc2)nc(N2CCOCC2)n1)C(F)(F)F	1
CCN(CC)c1ccc(/C=C(\C#N)c2nn(CCO)c(N)c2C#N)cc1	-5
Cc1onc(-c2ccccc2Cl)c1C(=O)N1CCN(C(=O)c2ccco2)CC1	4
CC(=O)Nc1ccc2sc(C)nc2c1	4
Cc1cc(C)c2[nH]c(O)c(N=NC(=O)c3cccc([N+](=O)[O-])c3)c2c1	12
COc1cc([N+](=O)[O-])ccc1NC(=O)c1cc(-c2ccccc2)nc2ccccc12	14
CCOC(=O)CCNC(=O)c1ccccc1Cl	0
COc1ccc(-c2nnc(-c3ccccc3)o2)cc1OC	-1
Cc1sc(NC(=O)C2CC2c2ccccc2)nc1-c1ccccc1 (configuration not stated)	2
COC(=O)c1c(NC(=O)/C=C/c2ccco2)sc2c1CCC(C)C2 (configuration not stated)	7
O=c1c(Oc2ccccc2Br)coc2cc(O)ccc12	5
COc1ccc(/C(N)=N/OC(=O)COc2ccc(C)cc2Br)cc1OC	2
C/C(=C\C(=O)c1ccccc1)Nc1cc(F)c(F)cc1N	-4
CN(C)c1ccc(/C=C2\SC(=S)N(C(Cc3ccccc3)C(=O)O)C2=O)cc1 (configuration not stated)	5
CC(Oc1ccccc1)C(=O)Nc1cc(C(N)=O)cc(C(N)=O)c1 (configuration not stated)	4
COC(=O)c1c(NC(=O)c2cccnc2)sc2c1C(C(=O)OC)CC2 (configuration not stated)	6
O=C(COc1ccc2ccccc2c1)Nc1cccc(Br)c1	2
COC(=O)c1ccc(/C=C2\SC(=S)N(c3ccc(F)cc3)C2=O)cc1	3
CCOc1ccc(N=CC2=C(O)CC(c3ccccc3)CC2=O)cc1 (configuration not stated)	5
CCn1c(SCC(=O)c2ccc(Cl)cc2)nc2sc3c(c2c1=O)CCCC3	2
Cc1cc(C)c(S(=O)(=O)N(C)Cc2ccccc2)c(C)c1	15
